mIAP block: blocks mouse intestinal alkaline phosphatase; purified mouse IAP, CDP-Star luminescence, 30 min; inhibition, % at 10 µM; 330,000 tested, 0.2% active; AID 2806;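 active = inhibition of at least 40% at 10 µM in the primary screen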;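 note: plate controls were DMSO with enzyme for no effect and no enzyme wells for full effect; values of inactives mirror those of a sister screen read the other way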
tim10-1 inh: growth inhibitors of tim10-1 mutant yeast; S. cerevisiae tim10-1 ts strain growth, BacTiter-Glo, 24 h; inhibition, % at 20 µM; AID 463190; 330,000 tested, 2.2% active;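 active = inhibition of at least 40%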;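 note: mutant grown at 25 °C; 0% = DMSO wells with yeast and 100% = wells holding no yeast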
Apaf-1 inh: blocks human Apaf-1 apoptosome activity; O14727; reconstituted apoptosome caspase-3 activity, DEVD-Rh110 fluorescence; inhibition, % at 20 µM; 330,000 tested, 0.71% active; active = inhibition of at least 40% at 20 µM;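 note: plate controls were DMSO wells for no effect and DEVD-CHO caspase inhibitor wells for full effect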
Target sequence (O14727 whole entry, looked up): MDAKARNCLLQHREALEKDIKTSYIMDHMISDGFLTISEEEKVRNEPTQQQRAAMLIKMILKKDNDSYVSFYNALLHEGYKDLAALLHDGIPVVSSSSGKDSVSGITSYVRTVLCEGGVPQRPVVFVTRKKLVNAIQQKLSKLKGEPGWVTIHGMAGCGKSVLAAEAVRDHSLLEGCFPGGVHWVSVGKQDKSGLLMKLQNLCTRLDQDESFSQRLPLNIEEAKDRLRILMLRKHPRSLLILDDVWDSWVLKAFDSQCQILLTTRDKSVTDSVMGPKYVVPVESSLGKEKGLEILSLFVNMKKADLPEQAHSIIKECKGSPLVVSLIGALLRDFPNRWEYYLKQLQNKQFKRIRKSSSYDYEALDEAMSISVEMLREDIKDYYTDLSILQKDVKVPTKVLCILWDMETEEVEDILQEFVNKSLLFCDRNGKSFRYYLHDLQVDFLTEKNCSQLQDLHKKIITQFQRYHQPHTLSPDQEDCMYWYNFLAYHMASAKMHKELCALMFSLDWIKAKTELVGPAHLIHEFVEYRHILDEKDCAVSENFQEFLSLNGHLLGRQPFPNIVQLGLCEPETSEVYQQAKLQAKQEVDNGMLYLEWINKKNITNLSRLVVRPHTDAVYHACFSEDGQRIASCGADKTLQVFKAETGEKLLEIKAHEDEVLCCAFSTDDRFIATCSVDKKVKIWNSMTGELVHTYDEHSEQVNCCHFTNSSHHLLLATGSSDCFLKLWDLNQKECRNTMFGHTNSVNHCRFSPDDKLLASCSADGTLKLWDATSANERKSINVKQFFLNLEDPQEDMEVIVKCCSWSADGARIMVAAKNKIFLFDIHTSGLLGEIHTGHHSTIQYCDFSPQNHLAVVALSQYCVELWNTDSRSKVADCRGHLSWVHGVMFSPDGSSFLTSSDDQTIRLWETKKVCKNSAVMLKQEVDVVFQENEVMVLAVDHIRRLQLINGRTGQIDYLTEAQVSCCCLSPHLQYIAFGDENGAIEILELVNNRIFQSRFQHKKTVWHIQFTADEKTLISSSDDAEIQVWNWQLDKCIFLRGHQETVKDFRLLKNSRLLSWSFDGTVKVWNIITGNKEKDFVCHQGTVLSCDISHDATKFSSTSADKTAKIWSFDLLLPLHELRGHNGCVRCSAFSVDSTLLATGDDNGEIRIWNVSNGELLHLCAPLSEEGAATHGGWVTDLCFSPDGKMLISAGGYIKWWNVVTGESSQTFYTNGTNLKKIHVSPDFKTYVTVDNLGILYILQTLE
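System – cell-free apoptosome with Apaf-1, procaspase-3 and caspase-9 · Buffer or medium – pH 7.5 Hepes buffer with CHAPS, BSA, DTT · Also added – cytochrome c with DEVD-Rh110 · Times – 30 min compound preincubation, 50 min activation, room temperature · Technique – Rh110 fluorescence intensity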
ATG4B inhibitor: ATG4B (human) cysteine protease inhibition | AID 504462 | 340,000 tested, 0.51% active | Q9Y4P1 | ATG4B cleavage of LC3-PLA2, NBD-HPC fluorescence, 1 h | inhibition, % at 8.33 µM; in the data active = inhibition above about 40%
hIAP block: blocks human intestinal alkaline phosphatase. P09923. purified IAP, CDP-Star luminescence, 30 min. inhibition, % at 10 µM. 330,000 tested, 0.12% active;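 active = inhibition reaching a set limit with compound at 10 µM in the primary screen, cut at about 35% in these data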;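 note: plate controls were DMSO wells with enzyme for no effect and no-enzyme buffer wells for full effect; values of inactives mirror those of a sister screen read the other way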
hIAP act: increases human intestinal alkaline phosphatase activity; activation factor at 10 µM; P09923; 330,000 tested, 0.16% active; purified human IAP, CDP-Star luminescence, 30 min; stronger effect = higher value; 1 = vehicle-only enzyme, 0 = enzyme-free background; AID 2524;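 active = activation factor of the enzyme at least 2-fold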; note: the source names both 10 and 20 µM as test concentration; values of inactives mirror those of a sister screen read the other way
mIAP activ: mouse IAP activation | muIAP, CDP-Star luminescence, 30 min; stronger effect = higher value; 1 = vehicle-only enzyme signal, 0 = enzyme-free wells | activation factor at 10 µM | 330,000 tested, 0.24% active | AID 2805;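 active = activation factor of at least 2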; note: the source names both 10 and 20 µM as test concentration; values of inactives mirror those of a sister screen read the other way
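Assay system: mouse IAP enzyme; reagent: chemiluminescent substrate CDP-Star; dosing: test compounds delivered from DMSO solution; schedule: 30 min at room temperature; measured by: luminescence from enzymatic CDP-Star hydrolysis; controls: DMSO-only wells and no-enzyme negative control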
NALP3 yeast inh: inhibitors of NALP3 inflammasome in yeast; inhibition, % at 10 µM; Yeast reconstituted NLRP3/ASC/caspase-1, beta-gal luminescence, 24 h; 330,000 tested, 0.39% active;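 active = inhibition of 50% or more; inactive = inhibition below 50%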;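 note: plate controls were induced DMSO wells for no effect and uninduced yeast grown without galactose for full effect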
TIM10 inh: growth inhibitors of TIM10 yeast strain; S. cerevisiae TIM10 strain growth, BacTiter-Glo luminescence, 24 h; inhibition, % at 10 µM; 330,000 tested, 1.4% active;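 active = inhibition of 40% or more at the single tested concentration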;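 note: wild-type TIM10 isogenic control strain grown at permissive 25 °C; 0% = DMSO yeast wells and 100% = minimal medium wells without yeast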
Active calls of the source: *.

CC1(C)CN(c2ccccc2)N(C(=O)c2ccc(F)cc2)C1=O was read as mIAP block 4, tim10-1 inh 31, Apaf-1 inh -14, ATG4B inhibitor 12, hIAP block 9, hIAP act 0.91, mIAP activ 0.96, NALP3 yeast inh -5 and TIM10 inh 15.
`Cc1cccc(N2CCN(C(=O)c3cn4ccccc4n3)CC2C)c1` (stereo not given) gave mIAP block -5, tim10-1 inh 12, Apaf-1 inh -5, ATG4B inhibitor -5, hIAP block -8, hIAP act 1.1, mIAP activ 1, NALP3 yeast inh 2 and TIM10 inh -7.
`O=C(CSc1nccn1Cc1ccc(F)cc1)Nc1ccc(F)cc1F` gave mIAP block -2, tim10-1 inh 20, Apaf-1 inh 10, ATG4B inhibitor 5, hIAP block -11, hIAP act 1.1, mIAP activ 1, NALP3 yeast inh 25 and TIM10 inh 4.
Screening O=C(N/N=C/C1CCCCC1)c1ccccc1-n1cccc1 returned mIAP block -3, tim10-1 inh 9, Apaf-1 inh 13, ATG4B inhibitor 10, hIAP block -2, hIAP act 1, mIAP activ 1, NALP3 yeast inh 6 and TIM10 inh 7.
COc1ccc(N2CCN(S(=O)(=O)CCNC(=O)c3ccc4c(c3)OCO4)CC2)cc1 was read as mIAP block 2, tim10-1 inh -6, Apaf-1 inh 1, ATG4B inhibitor 10, hIAP block -10, hIAP act 1.1, mIAP activ 0.98, NALP3 yeast inh 24 and TIM10 inh 6.
Screening COC(=O)c1cnc(Oc2ccc(NC(=O)NC(=O)c3c(F)cccc3F)cc2)cc1C(F)(F)F returned mIAP block 7, tim10-1 inh -3, Apaf-1 inh -7, ATG4B inhibitor -4, hIAP block 8, hIAP act 0.92, mIAP activ 0.93, NALP3 yeast inh 8 and TIM10 inh 1.
For Cc1cc2c(c(C)c1CCO)C(=O)[C@H](C)C2 the results were mIAP block -3, tim10-1 inh 0, Apaf-1 inh -14, ATG4B inhibitor -27, hIAP block 3, hIAP act 0.97, mIAP activ 1, NALP3 yeast inh 22 and TIM10 inh -8.
Screening O=[N+]([O-])c1cc2oc3c(c2c(C=NCc2ccccc2)c1O)CCCC3 returned mIAP block 12, tim10-1 inh 34, Apaf-1 inh 26, ATG4B inhibitor 76*, hIAP block 9, hIAP act 0.91, mIAP activ 0.88, NALP3 yeast inh 11 and TIM10 inh 54*.
For Cc1ccc(-c2cc(C)nc3nc(N)nn23)cc1 the results were mIAP block -1, tim10-1 inh 16, Apaf-1 inh -5, ATG4B inhibitor 4, hIAP block -8, hIAP act 1.1, mIAP activ 1, NALP3 yeast inh 7 and TIM10 inh 3.
For CC1=C(C(=O)OCc2ccccc2)C(c2cccc3ccccc23)NC(=O)N1CCCC(=O)O (stereo not given) the results were mIAP block -2, tim10-1 inh 5, Apaf-1 inh 5, ATG4B inhibitor -1, hIAP block 5, hIAP act 0.95, mIAP activ 1, NALP3 yeast inh -10 and TIM10 inh 2.
Screening CS(=O)(=O)N(CC(N)=O)c1ccc2c(c1)OCO2 returned mIAP block 1, tim10-1 inh -5, Apaf-1 inh 6, ATG4B inhibitor 1, hIAP block -6, hIAP act 1.1, mIAP activ 0.99, NALP3 yeast inh -10 and TIM10 inh -11.
`CC(Oc1ccc(Br)cc1)C(=O)Nc1nc(-c2ccccn2)cs1` (stereo not given) gave mIAP block 12, tim10-1 inh 45*, Apaf-1 inh 3, ATG4B inhibitor 13, hIAP block -46, hIAP act 1.5, mIAP activ 0.88, NALP3 yeast inh 51* and TIM10 inh 37.
Cc1cc(-c2nnc(SCC(=O)c3ccc(F)cc3)o2)no1 was read as mIAP block 28, tim10-1 inh 15, Apaf-1 inh -11, ATG4B inhibitor -7, hIAP block 2, hIAP act 0.98, mIAP activ 0.72, NALP3 yeast inh 19 and TIM10 inh 5.
Screening COc1ccc(C(=O)N2CCCC(Nc3ccc(C)c(C)c3)C2)c(OC)n1 (stereo not given) returned mIAP block 10, tim10-1 inh 9, Apaf-1 inh 9, ATG4B inhibitor 9, hIAP block 14, hIAP act 0.86, mIAP activ 0.91, NALP3 yeast inh 23 and TIM10 inh 6.
For Fc1cccc(CCN2CCN=C2Nc2ccccc2)c1 the results were mIAP block -4, tim10-1 inh 2, Apaf-1 inh -4, ATG4B inhibitor -4, hIAP block 11, hIAP act 0.89, mIAP activ 1, NALP3 yeast inh 16 and TIM10 inh 2.
`Cc1ccc(-c2csc3ncnc(Sc4nnc(CN5CCCCCC5=O)o4)c23)cc1` gave mIAP block -7, tim10-1 inh 40*, Apaf-1 inh 5, ATG4B inhibitor -3, hIAP block 2, hIAP act 0.97, mIAP activ 1.1, NALP3 yeast inh 15 and TIM10 inh 56*.
`CCOc1ccccc1N1CCN(C(=O)c2cc(C)oc2C)CC1` gave mIAP block 4, tim10-1 inh 21, Apaf-1 inh -11, ATG4B inhibitor -5, hIAP block 22, hIAP act 0.79, mIAP activ 0.96, NALP3 yeast inh 4 and TIM10 inh 2.
Screening O=C(Nc1ccc2c(c1)OCO2)C1(S(=O)(=O)c2ccc(Cl)cc2)CC1 returned mIAP block 2, tim10-1 inh 22, Apaf-1 inh -7, ATG4B inhibitor -1, hIAP block 7, hIAP act 0.93, mIAP activ 0.98, NALP3 yeast inh 9 and TIM10 inh 21.
For O=[N+]([O-])c1cccc(/C=N/Nc2ccccn2)c1 the results were mIAP block 9, tim10-1 inh 8, Apaf-1 inh 0, ATG4B inhibitor 4, hIAP block 8, hIAP act 0.92, mIAP activ 0.91, NALP3 yeast inh 4 and TIM10 inh 23.
`CCCCN1C(=O)c2ccc(C(=O)OCC(=O)NCCc3ccc(S(N)(=O)=O)cc3)cc2C1=O` gave mIAP block 0, tim10-1 inh 10, Apaf-1 inh 0, ATG4B inhibitor -1, hIAP block -27, hIAP act 1.3, mIAP activ 1, NALP3 yeast inh 12 and TIM10 inh -12.

The list goes on, overlapping the part above by 2 compounds.
For O=[N+]([O-])c1cccc(/C=N/Nc2ccccn2)c1 the results were mIAP block 9, tim10-1 inh 8, Apaf-1 inh 0, ATG4B inhibitor 4, hIAP block 8, hIAP act 0.92, mIAP activ 0.91, NALP3 yeast inh 4 and TIM10 inh 23.
`CCCCN1C(=O)c2ccc(C(=O)OCC(=O)NCCc3ccc(S(N)(=O)=O)cc3)cc2C1=O` gave mIAP block 0, tim10-1 inh 10, Apaf-1 inh 0, ATG4B inhibitor -1, hIAP block -27, hIAP act 1.3, mIAP activ 1, NALP3 yeast inh 12 and TIM10 inh -12.
For O=C(NCCc1ccccc1)c1n[nH]c2ccccc12 the results were mIAP block -2, tim10-1 inh -5, Apaf-1 inh 10, ATG4B inhibitor -4, hIAP block 19, hIAP act 0.81, mIAP activ 1, NALP3 yeast inh 12 and TIM10 inh -2.
`CC(C)NC(=O)c1ccc2c(=O)n(C3CCCC3)c(=S)[nH]c2c1` gave mIAP block -6, tim10-1 inh 13, Apaf-1 inh 8, ATG4B inhibitor -11, hIAP block -67, hIAP act 1.7, mIAP activ 1.1, NALP3 yeast inh 3 and TIM10 inh -9.
For O=C(Nc1ccccc1)N1CCN(c2nc(-c3ccccc3)ns2)CC1 the results were mIAP block -15, tim10-1 inh -8, Apaf-1 inh -10, ATG4B inhibitor -13, hIAP block 9, hIAP act 0.91, mIAP activ 1.1, NALP3 yeast inh 34 and TIM10 inh 15.
For COc1ccc2nc(SCC(=O)Nc3ccc4[nH]c(=O)[nH]c4c3)[nH]c2c1 the results were mIAP block 11, tim10-1 inh -12, Apaf-1 inh -14, ATG4B inhibitor -4, hIAP block -3, hIAP act 1, mIAP activ 0.89, NALP3 yeast inh 0 and TIM10 inh -1.
COc1cc(N=Nc2ccccc2C(=O)O)ccc1O was read as mIAP block 11, tim10-1 inh 19, Apaf-1 inh 15, ATG4B inhibitor 6, hIAP block -1, hIAP act 1, mIAP activ 0.89, NALP3 yeast inh 33 and TIM10 inh 18.
Screening O=C(C(=S)N1CCOCC1)c1c[nH]c2ccccc12 returned mIAP block 12, tim10-1 inh 2, Apaf-1 inh -11, ATG4B inhibitor 2, hIAP block -1, hIAP act 1, mIAP activ 0.88, NALP3 yeast inh -17 and TIM10 inh 1.
CC(C)(C)c1ccc(CNC(=O)C2CCCN2C(=O)Nc2ccccc2)cc1 (stereo not given) was read as mIAP block -3, tim10-1 inh 19, Apaf-1 inh 10, ATG4B inhibitor -3, hIAP block -19, hIAP act 1.2, mIAP activ 1, NALP3 yeast inh 8 and TIM10 inh -9.
For O=C1N/C(=N\N=C\c2cccs2)SC1Cc1cccc(Cl)c1 (stereo not given) the results were mIAP block 16, tim10-1 inh 29, Apaf-1 inh 15, ATG4B inhibitor 11, hIAP block -41, hIAP act 1.4, mIAP activ 0.84, NALP3 yeast inh 13 and TIM10 inh 0.
For O=C(CSC1=NNC(c2ccccn2)S1)Nc1cccc(Cl)c1 (stereo not given) the results were mIAP block 9, tim10-1 inh 34, Apaf-1 inh -29, ATG4B inhibitor -3, hIAP block -4, hIAP act 1, mIAP activ 0.91, NALP3 yeast inh 9 and TIM10 inh 20.
CSCC[C@H](NC(=O)C1CCN(S(=O)(=O)c2ccc(C)cc2C)CC1)c1nc2ccccc2[nH]1 was read as mIAP block -155, tim10-1 inh -12, Apaf-1 inh -4, ATG4B inhibitor -17, hIAP block 0, hIAP act 1, mIAP activ 2.6*, NALP3 yeast inh 9 and TIM10 inh -14.
`CN(C)C(CNC(=O)c1cccc(S(=O)(=O)N(C)C)c1)c1ccccc1` (stereo not given) gave mIAP block -12, tim10-1 inh 16, Apaf-1 inh 14, ATG4B inhibitor -8, hIAP block -20, hIAP act 1.2, mIAP activ 1.1, NALP3 yeast inh 4 and TIM10 inh -28.
Screening O=C(NCC1CCCN(C(=O)c2cc(Cl)ccc2F)C1)c1ccc(F)cc1 (stereo not given) returned mIAP block -8, tim10-1 inh -4, Apaf-1 inh 0, ATG4B inhibitor 1, hIAP block 8, hIAP act 0.92, mIAP activ 1.1, NALP3 yeast inh 24 and TIM10 inh -9.
CC(=O)N1CCN(C(=O)c2cc(S(=O)(=O)N3CCN(c4ccccc4)CC3)ccc2Cl)CC1 was read as mIAP block 0, tim10-1 inh 6, Apaf-1 inh 3, ATG4B inhibitor 0, hIAP block 10, hIAP act 0.9, mIAP activ 1, NALP3 yeast inh -1 and TIM10 inh 6.
Screening O=C(COC(=O)C1CCCN1C(=O)c1cccs1)Nc1ccc2c(c1)OCO2 (stereo not given) returned mIAP block 7, tim10-1 inh 13, Apaf-1 inh -1, ATG4B inhibitor -2, hIAP block -3, hIAP act 1, mIAP activ 0.93, NALP3 yeast inh 14 and TIM10 inh 18.
Screening COc1ccccc1-c1cc(C(F)(F)F)nc(S(=O)(=O)CCCC(=O)NCc2ccc(F)cc2)n1 returned mIAP block -4, tim10-1 inh 38, Apaf-1 inh 7, ATG4B inhibitor -12, hIAP block -1, hIAP act 1, mIAP activ 1, NALP3 yeast inh 8 and TIM10 inh 50*.
Screening Cc1ccc(NC(=O)Cn2ccc([N+](=O)[O-])n2)cc1C returned mIAP block 4, tim10-1 inh 19, Apaf-1 inh -19, ATG4B inhibitor -4, hIAP block -4, hIAP act 1, mIAP activ 0.96, NALP3 yeast inh 14 and TIM10 inh 13.
Cc1cccc2sc(N(CCCN(C)C)C(=O)c3ccc(Cl)s3)nc12 was read as mIAP block 3, tim10-1 inh 14, Apaf-1 inh -2, ATG4B inhibitor 22, hIAP block 13, hIAP act 0.87, mIAP activ 0.97, NALP3 yeast inh 16 and TIM10 inh 8.
